# rmGlu8 calcium flux: rat mGlu8 modulation via Gqi9 calcium signal, confirmation, counter-screen for GIRK activator project, cell-based, HEK293 rmGlu8, Gqi9 chimera; HEK293 rmGlu8/Gqi9 calcium flux, Fluo-4 fluorescence; glutamate at EC20 added after compound; calls only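 (single compound addition from 20 µM solution with 0.2% DMSO)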; actives 4% (n = 2,100); AID 623869;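 active means calcium fluorescence trace judged by eye to show a response, as agonist, enhancer of the glutamate response, or inhibitor; inactive means trace judged by eye to show no response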
#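 system = HEK-293 cells stably expressing rat mGlu8, plus transient chimeric Gqi9 | measured by = Fluo-4 calcium fluorescence, 1 Hz | timing = compound pre-exposure 4 min, post-glutamate read 2 min | measure = F/F0 fluorescence traces judged visually for each well | medium = HEPES-buffered HBSS at pH 7.4 | doses = single compound addition from 20 µM solution, 0.2% DMSO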
# Calls only; i = inactive; + = active, no number.
SMILES	rmGlu8 calcium flux
Cc1cc(O)c(C(C[N+](=O)[O-])c2ccc(Cl)cc2Cl)c(=O)o1 (stereo unspecified)	i
O=C(O/N=C\c1ccc(N2CCCCC2)c([N+](=O)[O-])c1)c1c(F)cccc1F	i
COCc1nnc(NC(=O)C(C)C)s1	i
O=C(NC(=S)Nc1cc([N+](=O)[O-])ccc1Cl)c1ccccc1	i
Cc1ccc(NC(=O)Cc2ccccc2Cl)cc1S(=O)(=O)N(C)C	i
COc1cccc(/C=N/n2c(=S)n(C)c3ccccc32)c1OC	i
O=c1c2ccc(Cl)cc2[nH]c(=S)n1CCC1=CCCCC1	i
Cc1ccc(C)c(N2CCN(C(=O)CCCOc3cc(=O)n(C)c4ccccc34)CC2)c1	i
CN1C2C=C3C(C#N)=C(N)C(C#N)(C#N)[C@@H](c4ccsc4)[C@@H]3C1CC2 (stereo partly specified)	i
CCOC(=O)c1c(C)n(C)c2ccc(O)c(CN3CCC(C)CC3)c12	i
O=C(NC(Nc1nc2ccc([N+](=O)[O-])cc2s1)(C(F)(F)F)C(F)(F)F)c1ccccc1Cl	+
O=C(c1ccc(Br)o1)N1CCN(c2ccc3nnc(-c4ccc(F)cc4)n3n2)CC1	i

# Some of these compounds in order of molar mass, rising:
SMILES	rmGlu8 calcium flux
Cc1cc(O)c(C(C[N+](=O)[O-])c2ccc(Cl)cc2Cl)c(=O)o1 (stereo unspecified)	i
O=C(O/N=C\c1ccc(N2CCCCC2)c([N+](=O)[O-])c1)c1c(F)cccc1F	i
O=C(c1ccc(Br)o1)N1CCN(c2ccc3nnc(-c4ccc(F)cc4)n3n2)CC1	i

# Next section.
SMILES	rmGlu8 calcium flux
O=C(CSc1c[nH]c2ccccc12)NCc1ccc2c(c1)OCO2	i
COc1ccc(/C=N/n2c(SC)nnc2-c2ccccc2)c(OC)c1OC	i
Cc1sc2nc(C(C)C)nc(SCC(=O)N3c4ccccc4CC3C)c2c1C (stereo unspecified)	i
S=C(NCCc1ccccc1)Nc1ccc(Cl)cc1Cl	i
Cc1ccc(OCC(O)Cn2c(=N)n(CCN3CCCCC3)c3ccccc32)cc1 (stereo unspecified)	i
CCN=c1scc(-c2ccco2)n1/N=C/c1ccc(O)cc1	i
COc1cccc2[nH]c3c(N4CCCC(C)C4)ncnc3c12 (stereo unspecified)	i
CC(Oc1ccc2ccccc2c1)C(=O)NNC(=S)NC(=O)c1ccco1 (stereo unspecified)	i
CC1CCCC(NC(=S)NC(=O)c2cncc(Br)c2)C1C (stereo unspecified)	i
COc1cc(CNCCc2c[nH]c3ccccc23)ccc1OCc1ccc(F)cc1	i
CSc1ccc(S(=O)(=O)NCc2ccccc2Cl)cc1	i
O=C(NCc1cccs1)c1cccnc1C(=O)O	i
COCCN(C(=O)Cc1cccs1)C(C(=O)NCc1ccc(OC)cc1)c1ccccc1 (stereo unspecified)	i
COc1cc(NC(=O)CS(=O)(=O)c2ccc(C)cc2)cc(OC)c1OC	i
C/C(=N\NC(=O)COc1ccc(C)cc1C(C)C)c1ccc(-n2ccnc2)cc1	i
Fc1cccc(/C=N/NC(=S)Nc2ccccc2Cl)c1	i
COc1cccc(C(=O)Nc2nc(-c3ccccc3)c(-c3ccccc3)o2)c1	i
FC(F)(F)Oc1ccc(NC(=S)NCc2ccccc2)cc1	i
CCCCCn1c(NCc2ccco2)nc2ccccc21	i
COC(=O)c1sc(NC(=S)NC(=O)c2ccccc2Cl)nc1C	i
CC(CCc1ccccc1)NC(=O)N1CCOCC1 (stereo unspecified)	i
S=C(N/N=C/c1ccccc1Cl)Nc1ccccc1	i
CCCN(CCC)C(=S)NC(=O)c1ccc(-c2ccccc2)cc1	i
CC12CCC(C(=O)N(CSC(=S)N/N=C\c3ccccc3O)C1=O)C2(C)C (stereo unspecified)	i
CSC(=O)NC12CC3CC(CC(C)(C3)C1)C2	i
CC(C)n1c(O)c(N=Nc2ccccn2)c2ccccc21	i
CCOC(=O)C(CC)n1cnc2c(nnn2-c2ccc(OC)cc2)c1=O (stereo unspecified)	i
CCOC(=O)C1=C(CC)Nc2ccccc2N=C1NC(=O)c1ccc(S(=O)(=O)N(C)C)cc1	i
Cc1ccccc1C(=O)NC(=S)NCCc1ccccc1	+
O=C(NC(=S)Nc1cccc(Cl)c1N1CCCC1)c1ccc(-c2cccc([N+](=O)[O-])c2)o1	i
Cc1cccc(C(=O)NC(=S)NNC(=O)c2cccs2)c1	+
O=c1c2ccccc2nc(-c2ccccc2)n1/N=C/c1ccc([N+](=O)[O-])cc1	i
O=C(Cc1ccccc1)Nc1nc(-c2cccs2)cs1	i
CC(C)NC(=S)N/N=C/c1cc(Br)ccc1O	i
CCC1CCCCN1C(=S)NC(=O)c1ccc([N+](=O)[O-])cc1 (stereo unspecified)	i
c1ccc2c(NC3CCCC3)nnc(NC3CCCC3)c2c1	i
CCCCCn1nc(-c2ccccc2)c2nc3ccccc3nc21	i
CCn1c2ccccc2c2cc(/C=N/n3cn[nH]c3=S)ccc21	i
CC(C)n1cc(NC(=O)c2cc(-c3ccccc3)on2)cn1	i
O=C(NC(=S)Nc1nc2ccccc2s1)c1ccco1	i
O=S(=O)(c1ccccc1)N1CCN(C(=S)Nc2ccc(F)cc2)CC1	i
FC(F)Oc1ccccc1NC(=S)Nc1cccc(Cl)c1Cl	i
CCOC(=O)c1c(NC(=S)NCCc2ccccc2)sc2c1CC(C(C)C)OC2 (stereo unspecified)	i
Oc1ccccc1CNc1ccc(Br)cn1	+
CN(C)CCNc1ncnc2c1cnn2-c1ccc(Cl)cc1	i
COc1ccc(C(=O)Nc2ccc(Oc3ncnc4sc(-c5ccccc5)cc34)cc2)cc1OC	i
N=c1n(CCN2CCCCC2)c2ccccc2n1CC(O)COc1ccccc1 (stereo unspecified)	i
O=C(NCc1ccc2c(c1)OCO2)C1CCN(Cc2cnn(-c3ccccc3)c2-n2cccc2)CC1	i
O=C(Nc1nc2ccccc2s1)c1cc(-c2ccccc2)nn1-c1ccccc1	i
O=C(CCN1C(=O)COc2ccccc21)NCCCN1CCc2ccccc2C1	i
Cc1ccccc1NC1=C(Cl)C(=O)OC1OC(=O)c1ccco1 (stereo unspecified)	i
CCCCn1c(NC(=S)Nc2ccccc2)nc2ccccc21	i
O=C(CSc1nc(-c2ccc(F)cc2)cs1)N1CCOCC1	i
Cc1ccc(-c2cc(-c3ccccc3)[nH]c(=S)c2C#N)cc1	i
O=C(Nc1nc(=O)c2ccccc2s1)c1ccccc1	i
CC(C)C(=O)Nc1nnn(C)n1	i
CSc1cccc(NC(=O)CN(c2ccc(C)cc2C)S(C)(=O)=O)c1	i
CC(C)c1nc(=S)c2ccccc2[nH]1	i
O=C(COc1ccccc1)NNC(=S)NC(=O)c1ccc(Cl)cc1Cl	+
CC(=O)c1cccc(NC(=O)C2CCCN2S(=O)(=O)c2cccc3cccnc23)c1 (stereo unspecified)	i

# Continued; it opens with the 5 that closed the last part.
SMILES	rmGlu8 calcium flux
CC(C)C(=O)Nc1nnn(C)n1	i
CSc1cccc(NC(=O)CN(c2ccc(C)cc2C)S(C)(=O)=O)c1	i
CC(C)c1nc(=S)c2ccccc2[nH]1	i
O=C(COc1ccccc1)NNC(=S)NC(=O)c1ccc(Cl)cc1Cl	+
CC(=O)c1cccc(NC(=O)C2CCCN2S(=O)(=O)c2cccc3cccnc23)c1 (stereo unspecified)	i
O=C(Nc1ccc2c(c1)OCCO2)NC12CC3CC(CC(C3)C1)C2	i
CCC(C(=O)OCC(=O)Nc1ccc(Cl)c(S(=O)(=O)N(C)C)c1)c1ccccc1 (stereo unspecified)	i
CCN1C(=O)/C(=C/c2ccc(C)s2)NC1=S	i
CCC/C(=N/NC(=O)c1cccc(Cl)c1)c1ccccc1	i
COC(=O)c1c(NC(=S)NC(=O)c2ccco2)sc2c1CCCC2	i
CC(C)CCn1c(CN2CCN(Cc3ccccc3)CC2)nc2c1c(=O)[nH]c(=O)n2C	i
CC(C)N=c1scc(-c2cccs2)n1/N=C/c1ccc(O)c(O)c1O	i
CCc1ccc2c(c1)c(N=NC1=NC(=O)CS1)c(O)n2CC	i
COc1ccc(OCCCN2CCCCCC2)cc1	i
Cc1ccc(OCC(=O)NNC(=O)C(=O)NC(C)(C)C)cc1	i
CC(c1ccc(Cl)cc1)n1c(-c2ccc3ccccc3n2)n[nH]c1=S (stereo unspecified)	i
Cc1conc1NC(c1cccs1)c1ccc2cccnc2c1O (stereo unspecified)	i
COC(=O)c1sc(NC(=S)NC(=O)c2ccccc2)nc1C	i
COc1ccc(-c2nnc(NC(=O)c3ccc(S(=O)(=O)N4COCC4(C)C)cc3)o2)cc1	i
CC1CSc2ccccc2NC1=S (stereo unspecified)	i
O=C(Nc1nnc(-c2ccco2)o1)c1ccc2ccccc2c1	i
COc1ccc(C2C(C(N)=O)=C(C)Nc3nc(-c4cccc(Cl)c4)nn32)cc1OC (stereo unspecified)	i
Cc1sc2nc(C3CC3)nc(SCC(=O)N3CC(=O)Nc4ccccc43)c2c1C	i
CNC(=S)N/N=C(\C)c1ccc(C)c(C)c1	i
Nn1c(SC/C=C/c2ccccc2)nnc1-c1ccccn1	i
Cc1ccc(NC(=O)CSc2nnc(CCNC(=O)OC(C)(C)C)o2)c(C)c1	i
Cc1ccc(-c2nnc(SCC(=O)Nc3ccc4c(c3)OCCO4)n2N)cc1	i
COC(=O)c1cc(=O)n(CCc2ccc(OC)cc2)c(=Nc2ccc(F)c(Cl)c2)s1	i
CCN(CC)c1ccc(/C=C2/C(=O)c3ccc(C(=O)O)cc3C2=O)cc1	i
Cc1cc(NC(=O)CSc2nc3ccsc3c(=O)n2NC(=O)c2ccccc2)no1	i
S=C(Nc1ccc(Oc2ccccc2)cc1)NC1CCCC1	+
O=C(NNC(=S)Nc1cccc(C(F)(F)F)c1)c1cccc(Cl)c1	i
CCN(CC)c1ccc(C(=O)NC(=S)N2CCN(Cc3ccc4c(c3)OCO4)CC2)cc1	i
CCC(c1nnnn1Cc1ccc(OC)cc1)N(CCCO)Cc1cc2cc3c(cc2[nH]c1=O)OCO3 (stereo unspecified)	i
Cc1ccccc1-c1nc(CN2CCC(C(=O)NCCCN3CC(C)CC(C)C3)CC2)c(C)o1 (stereo unspecified)	i
O=S(=O)(Nc1ccc2nc(C(F)(F)F)[nH]c2c1)c1ccccc1	i
Cc1nc(/N=C(\N)NC(=O)c2ccccc2)nc2ccccc12	i
CS(=O)(=O)N(CCc1ccccc1)CC(=O)NCc1ccc2c(c1)OCO2	i
CCCc1cc(-c2n[nH]c(=S)n2Cc2ccccc2)cs1	+
CCCOc1cccc(-c2cc(-c3n[nH]c(=S)n3CC)c3ccccc3n2)c1	i
CCC1(C)CC(c2csc(N)n2)CCO1 (stereo unspecified)	i
CCOc1ccc(C(=O)NC(=S)N(Cc2ccccc2)Cc2ccccc2)cc1	i
Fc1ccc(/C=N/n2c(-c3cccs3)n[nH]c2=S)cc1	i
Clc1ccccc1-c1nnc2sc(-c3ccccn3)nn12	i
C#CC(CO)N(CCN(Cc1ccccc1)C(C#C)CO)Cc1ccccc1 (stereo unspecified)	i
Cc1ccccc1Cn1c(=N)n(CC(O)c2ccco2)c2ccccc21 (stereo unspecified)	i
Cc1cccc(C(=O)NNC(=O)C(=O)NC(C)(C)C)c1	i
C=CCN1CCN(C(c2ccc(Cl)cc2)c2nnnn2CCc2ccc(OC)c(OC)c2)CC1 (stereo unspecified)	i
COc1ccc(NC(=O)Nc2cc(C)ccc2OC)cc1	i
CCOc1ccc(-n2c(SC(C)C(=O)OC)nc3c(c2=O)SCC3)cc1 (stereo unspecified)	i
CCN(Cc1ccccc1)C(c1ccccn1)c1nnnn1C1CCCCC1 (stereo unspecified)	i
CNC(=S)N/N=C/c1ccc(C(C)C)cc1	i
CC1=C(n2nnc3ccccc32)C(c2ccccc2)C(C#N)=C(N)O1 (stereo unspecified)	i
CC(C)CC(=O)CN1C(=O)C2(OCCO2)c2ccccc21	i
COc1cc(OC)c2nc(C)c3c(c2c1)N(c1ccc(O)cc1)CC3	i
Cc1ccc(C(=O)NNC(=S)Nc2cccc3ccccc23)s1	i
O=C(NC(=S)NCc1ccccc1)c1ccccc1F	i
COc1ccc(C(C)N2CC34C=CC(O3)C(C(=O)OCC(C)C)C4C2=O)cc1 (stereo unspecified)	i
CCC(C)NC(=O)CSc1nc2ccccc2c(=O)n1Cc1ccc(OC)cc1 (stereo unspecified)	i
COC(=O)c1ccc(CSc2ccc3nnc(-c4ccccc4)n3n2)o1	+
CN(C)S(=O)(=O)c1cccc(NC(=S)Nc2cc(Cl)cc(Cl)c2)c1	i
Cc1ccccc1OCC(=O)N/N=C/c1cccn1C	i
COc1ccccc1NC(=O)c1cc(C(=O)Nc2ccccc2OC)cc(N2C(=O)CCC2=O)c1	i
Cc1cccc(-n2c(-c3csc(C(C)C)c3)n[nH]c2=S)c1	i
Cc1ccccc1C(=O)NNC(=S)NC(=O)c1ccccc1	+
O=C(NC(=S)Nc1ccccc1N1CCCC1)c1ccc(-c2cccc([N+](=O)[O-])c2)o1	i
COc1ccc(CNC(=O)C(C#N)c2nc3ccccc3nc2N2CCCC2)cc1 (stereo unspecified)	i

# Assay outcomes as filed in PubChem BioAssay.

# An excerpt. The share of hits here may be higher or lower than overall.
